CHT inh = inhibitors of human choline transporter CHT; CHT-expressing cells, membrane potential dye, choline response; hits give low values; B-score at 10 µM; 310,000 tested, 0.86% active;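 active = B-score over 3 SD under the library average, and starting fluorescence ratio not unusually high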;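 also: choline stimulus applied at its EC90 after an EC20 pre-addition; B-score computed on integrated fluorescence ratio after choline addition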
KCNQ2 block = KCNQ2 potassium channel inhibitors, primary screen, cell-based, CHO-K1, FluxOR thallium flux, B-score (AID 2156) | 20 min; hits give low values | Potassium voltage-gated channel subfamily KQT member 2 (Rattus norvegicus), O88943 | B-score at 10 µM | 310,000 tested, 1.1% active;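 active = fluorescence ratio B-score at most minus 3 library SDs, with starting brightness B-score within 2 library SDs, cut at about -5.5 in these data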
Target sequence (O88943 whole entry, looked up): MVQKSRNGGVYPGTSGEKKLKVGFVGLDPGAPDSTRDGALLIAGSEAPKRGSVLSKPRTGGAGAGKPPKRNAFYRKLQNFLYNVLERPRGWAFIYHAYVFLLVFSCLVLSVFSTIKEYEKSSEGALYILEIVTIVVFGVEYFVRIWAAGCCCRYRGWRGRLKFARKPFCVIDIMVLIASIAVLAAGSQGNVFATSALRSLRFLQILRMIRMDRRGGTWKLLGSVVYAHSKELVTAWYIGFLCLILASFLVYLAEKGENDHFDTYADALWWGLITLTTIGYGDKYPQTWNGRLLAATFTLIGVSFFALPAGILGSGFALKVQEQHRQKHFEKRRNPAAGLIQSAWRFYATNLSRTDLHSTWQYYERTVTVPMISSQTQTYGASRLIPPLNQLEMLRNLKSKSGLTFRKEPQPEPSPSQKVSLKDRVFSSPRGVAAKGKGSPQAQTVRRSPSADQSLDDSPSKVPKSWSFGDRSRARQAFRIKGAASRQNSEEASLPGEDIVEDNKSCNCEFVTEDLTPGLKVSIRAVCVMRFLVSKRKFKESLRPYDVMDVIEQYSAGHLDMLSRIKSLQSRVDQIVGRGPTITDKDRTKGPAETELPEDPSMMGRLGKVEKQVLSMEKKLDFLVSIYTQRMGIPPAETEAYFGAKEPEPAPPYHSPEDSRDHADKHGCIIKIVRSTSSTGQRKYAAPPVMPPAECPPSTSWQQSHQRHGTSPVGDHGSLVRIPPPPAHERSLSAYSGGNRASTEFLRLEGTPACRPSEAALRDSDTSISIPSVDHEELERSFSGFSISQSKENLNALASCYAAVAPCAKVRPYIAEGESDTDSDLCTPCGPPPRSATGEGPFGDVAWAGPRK
The depositor's hits bear a star; i = inactive; nt = not tested or not shown. Compounds as they come (roughly 1.9% active in at least one column).

KCNQ2 block,CHT inh,Molecule
i,i,O=S(=O)(Nc1cccnc1)c1cccs1
i,i,COc1cccc(/C=C/C(=O)NCc2ccc(S(N)(=O)=O)cc2)c1
i,i,COc1ccc(N2COC3c4cccc5cccc(c45)C32)cc1 (configuration not stated)
i,i,O=C1c2ccccc2C(Nc2cccc(C(F)(F)F)c2)N1Cc1ccco1 (configuration not stated)
i,i,COc1ccc(-c2cc(N3C(=O)Nc4ccccc4N3O)n[nH]2)cc1
i,i,CCOC(=O)N1CCN(C(=O)/C(=C/c2cccs2)NC(=O)c2cccs2)CC1
i,i,Cc1[nH]c2ccccc2c1C(=O)COC(=O)C1CC(=O)N(Cc2ccccc2)C1 (configuration not stated)
i,i,CCc1ccc(N(CC(=O)NC2CCCC2)C(=O)CCC(=O)Nc2cc(C)on2)cc1

KCNQ2 block,CHT inh,Molecule
i,i,COc1ccc(-c2nn(-c3ccccc3)cc2/C=C/C(=O)N2CCOCC2)cc1OC
i,i,CSCc1cc(N2CCCC2)nc(-c2ccccc2)n1
i,i,O=C(NCC1CCN(C(=O)c2ccc([N+](=O)[O-])cc2)CC1)c1ccc([N+](=O)[O-])cc1
i,i,Cn1nc(C(C)(C)C)c([N+](=O)[O-])c1C(=O)Nc1cccc2ccccc12
i,i,Cc1ccc(NC(=O)c2ccco2)c(NC(=O)c2ccccc2)c1
i,i,Cc1cccc(Cn2c(=O)n(-c3ccc(CC(=O)NCc4ccco4)cc3)c(=O)c3sccc32)c1
i,i,CCc1ccccc1NC(=O)c1cc(S(=O)(=O)N2CCc3ccccc32)cn1C
i,i,O=c1nc2ccc(Cl)cn2c2ccc(S(=O)(=O)N3CCCCC3)cc12

KCNQ2 block,CHT inh,Molecule
i,i,CCCCn1c(O)c(/C=C2\C=NN=C2c2ccccc2)sc1=S
i,i,COc1ccc(Cl)cc1-c1nc(N)nc(NC2CCCCC2)n1
i,i,O=C(CN1CCN(c2cccc(Cl)c2)CC1)NCc1ccccc1
i,i,C=C(C)C1CC=C(C)/C(=N/NC(=O)COc2ccc(Cl)cc2)C1 (configuration not stated)
i,i,COc1ccc(C)cc1S(=O)(=O)NCC(c1cccnc1)N1CCc2ccccc2C1 (configuration not stated)
i,i,O=C(COC(=O)C1CC(=O)N(Cc2ccccc2)C1)Nc1ccc(Cl)cc1F (configuration not stated)
i,i,CN(Cc1ccc(Cl)cc1)C(=O)c1ccc2ccccc2n1
i,i,N#C/C(=C/c1ccncc1)c1nc2ccccc2c(=O)[nH]1

KCNQ2 block,CHT inh,Molecule
i,i,O=C1C(=O)N(Cc2cccnc2)C(c2cccc(O)c2)/C1=C(\O)c1ccc2c(c1)OCCO2 (configuration not stated)
i,i,N#CCCCN1C(=O)C(O)(CC(=O)c2ccc3c(c2)OCCO3)c2ccccc21 (configuration not stated)
i,i,O=C(N1CCOCC1)C(F)(F)C(F)(F)C(F)(F)C(F)(F)C(=O)N1CCOCC1
i,i,Cc1sc(NC(=O)C2CCCCC2)c(C#N)c1-c1ccccc1
i,i,CCOC(=O)N1CCN(C(=O)c2c[nH]c3ccc(S(=O)(=O)N(C)c4ccccc4C)cc3c2=O)CC1
i,i,Nn1cnc2sc3c(c2c1=O)CCC3
i,i,Cc1cccc2c3nc4ccccc4nc3n(C)c12
i,i,O=S(=O)(/N=C(/Nc1ccccc1)c1ccccc1)c1cccs1

KCNQ2 block,CHT inh,Molecule
i,i,Clc1ccc(Oc2cnns2)cc1Cl
i,i,CC(C)(C)OC(=O)N1CCN(c2ccc(CNC(=O)c3ccc(Cl)cc3)cc2)CC1
i,i,Cc1cc(NC(=O)C(C)C)ncc1NC(=O)Cc1ccccc1
i,i,CC1CCCC(C)N1C(=O)CSc1nc2ccccc2s1 (configuration not stated)
i,i,Cc1ccc(C)c(Nc2nn3c(=O)c4ccc(C(=O)NCc5cccnc5)cc4nc3s2)c1
i,i,COc1ccc(C2=NN3C(C2)c2ccccc2OC32C(=O)N(C)c3ccccc32)cc1 (configuration not stated)
i,i,COc1cccc(CNS(=O)(=O)c2ccc(S(=O)(=O)NC3CC3)cc2)c1
i,i,CCOc1ccc2c(c1)c(=O)c(S(=O)(=O)c1ccc(C)cc1)cn2CC

KCNQ2 block,CHT inh,Molecule
i,i,Cc1cc(NC(=O)CSC2=Nc3ccccc3C3=NC(Cc4ccccc4)C(=O)N23)n[nH]1 (configuration not stated)
i,i,COCC(C)N=Cc1c(O)[nH]c2ccccc12 (configuration not stated)
i,i,COc1ccc(NC(=O)C2CCN(C(=O)Nc3ccc(C)cc3)CC2)cc1OC
i,i,O=C(Nc1nc(-c2ccc(F)cc2)cs1)C1CCN(C(=O)c2ccc(F)cc2)CC1
i,i,Cn1c2ccccc2c2nnc(N/N=C/c3ccc(O)cc3)nc21
i,i,Cc1ccccc1C(=O)N1CCN(c2ccc(NC(=O)CSc3ccc(Cl)cc3)cc2)CC1
i,i,Cn1c(N)c(C(=O)NCc2ccccc2Cl)sc1=S
i,i,NNC(=O)Cn1nnc(-c2ccc(C(F)(F)F)cc2)n1

KCNQ2 block,CHT inh,Molecule
i,i,CC(C)CC(=O)Nc1c2c(nn1-c1ccc(F)cc1)CSC2
i,i,CCCOC(=O)C1[C@H]2C(=O)N(Cc3ccco3)C[C@]23C=C[C@H]1O3 (some centres not stated)
i,i,O=C(NCCc1ccccc1)/C(=C\c1ccc([N+](=O)[O-])cc1)NC(=O)c1ccccc1
i,i,CCOC(=O)CC(NC(=O)c1cccc2c1C(=O)N(Cc1cccnc1)C2)c1ccc(OC(C)C)cc1 (configuration not stated)
i,i,CC(C)C(=O)Nc1c2c(nn1-c1ccc([N+](=O)[O-])cc1)CS(=O)(=O)C2
i,i,COc1ccc(CNc2ncc(-c3cccc([N+](=O)[O-])c3)n2C)c(OC)c1OC
i,i,O=C1/C(=C/c2cccnc2)SC(=S)N1NS(=O)(=O)c1ccccc1
i,i,CC(OC(=O)c1cc(Br)ccc1O)C(=O)NCc1ccc2c(c1)OCO2 (configuration not stated)

KCNQ2 block,CHT inh,Molecule
i,i,COCCN1C(=O)N[C@@H](CCc2ccccc2)C(C(C)=O)=C1C
i,i,CCOc1ccc(N2C(=O)C3C(C2=O)C3(c2ccccc2)c2ccccc2)cc1 (configuration not stated)
i,i,CN(C)n1cccc1/C=C(\C#N)S(=O)(=O)c1ccc(Cl)cc1
i,i,Cc1oc2cc([N+](=O)[O-])c(O)c([N+](=O)[O-])c2c1C(=O)c1ccc(Cl)cc1
i,i,CCCC(=O)NC(Nc1cc(C(F)(F)F)ccc1Cl)C(Cl)(Cl)Cl (configuration not stated)
i,i,O=C(O)CC1(c2ccccc2)C(=O)c2ccccc2C1=O
i,i,CCCc1cc(=O)oc2c3c(cc(OCC(=O)NCc4ccncc4)c12)OC(C)(C)CC3
i,i,CNC(=S)N(Cc1cc2cc(OC)c(OC)cc2[nH]c1=O)C1CCCC1

KCNQ2 block,CHT inh,Molecule
i,i,CCOC(=O)C1=C(C)OC(N)=C(C#N)C1c1cc2c(cc1[N+](=O)[O-])OCO2 (configuration not stated)
i,i,CCOCCCNC(=S)N1CCCN(c2nc3cc(C)cc(C)c3cc2C#N)CC1
i,i,COc1ccc(C)cc1S(=O)(=O)N1CCCC(N2CCOCC2)C1 (configuration not stated)
i,i,COc1ccc2nc(NC(=O)c3ccccc3C(=O)O)sc2c1
i,i,CC(=O)c1ccc(-n2c(CCC(=O)O)ccc2-c2ccccc2)cc1
i,i,CCOC(=O)Cn1nc(C)c([N+](=O)[O-])c1C
i,i,O=C(O)/C=C/c1nc(-c2ccccc2)n2ccccc12
i,i,Cc1[nH]c2ccccc2c1C(=O)CN1C(=O)C(=O)N(C2CCCC2)C1=O

KCNQ2 block,CHT inh,Molecule
i,i,Cc1ccc(OCC(=O)Nc2ccccc2[N+](=O)[O-])c(Br)c1
i,i,CCOc1ccc(C(c2c(C)[nH][nH]c2=O)c2c(C)[nH][nH]c2=O)cc1OC
i,i,O=C(COC(=O)c1ccc(Cl)nc1)NCc1cccs1
i,i,CCC(=O)Nc1c(-c2cccs2)c(=O)c2ccccc2n1C
i,i,Cc1cccc(OCC(=O)NCc2n[nH]c(=O)c3ccccc23)c1
i,i,COc1ccc(C(=O)OCC(=O)N2CCCCC2)cc1[N+](=O)[O-]
i,i,O=C(CSC1=NS(=O)(=O)c2ccccc2N1)N1CCCCC1
-5.78*,i,CCOc1ccccc1NC(=O)C(NCC1CCCCC1)c1ccccc1 (configuration not stated)

2 of the compounds above, in markdown.
| compound | KCNQ2 block | CHT inh |
| --- | --- | --- |
| Cc1sc(NC(=O)C2CCCCC2)c(C#N)c1-c1ccccc1 | i | i |
| COc1ccc(CNc2ncc(-c3cccc([N+](=O)[O-])c3)n2C)c(OC)c1OC | i | i |

Next part
KCNQ2 block,CHT inh,Molecule
i,i,c1coc(-c2nnc3sc(C4CCCCC4)nn23)c1
i,i,CCC12CN(C(=O)c3ccc([N+](=O)[O-])cc3)CC(CC)(CN(C(=O)c3ccc([N+](=O)[O-])cc3)C1)C2=O
i,i,C=CCNC(=S)N1CCN(CCN=CC2=C(O)CC(c3ccc(Cl)cc3)CC2=O)CC1 (configuration not stated)
i,i,CCOC(=O)C(N)CSC1CC(=O)N(c2ccc(OCC)cc2)C1=O (configuration not stated)
i,i,Cc1occc(=O)c1OC(=O)Nc1ccccc1
nt,i,CN(C)C1=NCCN1CC1CCCCC1
i,i,CCCCN(CC)CCCNC(=O)c1ccc2c(c1)N(CC)C(=O)c1ccccc1S2(=O)=O
i,i,CCOc1cc(-c2nc(-c3ccc(OC)cc3)no2)cc(OCC)c1OCC

KCNQ2 block,CHT inh,Molecule
i,i,C/C=C/c1ccc(OCCCNC2CCCC2)c(OC)c1
i,i,CCOc1cc(/C=N/NC(N)=S)cc(Br)c1OCc1ccccc1C
i,i,O=[N+]([O-])c1ccc(-c2c(O)c3ccccc3c3nc4ccccc4nc23)cc1
i,i,CCCC(c1nnnn1Cc1cccs1)N1CCN(C2CCCC2)CC1 (configuration not stated)
i,i,COc1ccc(S(=O)(=O)N2CCOCC2)cc1NC(=O)CCc1nc2ccccc2c(=O)[nH]1
i,i,COc1cc(/C=N/n2c(C3CCCCC3)n[nH]c2=S)cc(Br)c1O
i,i,Cc1ccc(Cn2ccsc2=NC(=O)CCl)cc1
i,i,COc1ccc(/C=N/NC(=O)CNC(=O)c2ccc(S(=O)(=O)N3CCOCC3)cc2)cc1OC

Reprinted at random: 4 compounds from above
KCNQ2 block,CHT inh,Molecule
i,i,CC1CCCC(C)N1C(=O)CSc1nc2ccccc2s1 (configuration not stated)
i,i,CSCc1cc(N2CCCC2)nc(-c2ccccc2)n1
i,i,CCc1ccc(N(CC(=O)NC2CCCC2)C(=O)CCC(=O)Nc2cc(C)on2)cc1
i,i,Cc1[nH]c2ccccc2c1C(=O)CN1C(=O)C(=O)N(C2CCCC2)C1=O

Carrying on:
KCNQ2 block,CHT inh,Molecule
i,i,Cc1nc2ccccc2c(=O)n1CCN1CCOCC1
i,i,C=CCc1ccccc1OCC(O)CN1CCN(C(=O)OCC)CC1 (configuration not stated)
i,i,CCOc1ccc(-n2cc(C(=O)NCc3ccco3)c3cc(OC)c(OC)cc3c2=O)cc1
i,i,O=C1CCN1C1(C(=O)NC2CCCCC2)CCCC1
i,i,COc1ccccc1-c1nnc(SCC(=O)O)n1C
i,i,CC(=O)Nc1ccc(C2NC(=S)N(c3ccccc3C(F)(F)F)C(C)=C2C(=O)N2CCOCC2)cc1 (configuration not stated)
i,i,CC(C)(C)c1ccc(Oc2ccc(NC(=O)C3CC=CCC3C(=O)O)cc2)cc1 (configuration not stated)
i,i,Cc1ccccc1S(=O)(=O)Cc1ccc(C(=O)NC2CCCCC2C)o1 (configuration not stated)

KCNQ2 block,CHT inh,Molecule
i,i,CCOC(=O)C1CCCN(C2CC(=O)N(c3cccc(C)c3)C2=O)C1 (configuration not stated)
nt,i,O=C(Nc1ccc(Cl)c(Cl)c1)Nc1nnc(-c2ccncc2)s1
i,i,N=C1S/C(=C\c2cn[nH]c2-c2ccc(F)cc2)C(=O)N1c1ccccc1F
i,i,Cc1cc(NC(=O)CCC(=O)N(CC(=O)NCC2CCCO2)c2cccc(C)c2C)no1 (configuration not stated)
i,i,COc1ccccc1CNCC(=O)N1CC(=O)Nc2ccccc21
i,i,COc1cc(C(=O)Nc2cnc(NC(=O)C(C)C)cc2C)cc(OC)c1OC
i,i,O=C(Nc1cccc(S(=O)(=O)N2CCOCC2)c1)c1cc2c(s1)CCC2
i,i,CCSc1nc(-c2ccco2)ccc1C#N

Reprinted from the part before: 5 compounds; new compounds follow.
KCNQ2 block,CHT inh,Molecule
i,i,Cc1cc(NC(=O)CCC(=O)N(CC(=O)NCC2CCCO2)c2cccc(C)c2C)no1 (configuration not stated)
i,i,COc1ccccc1CNCC(=O)N1CC(=O)Nc2ccccc21
i,i,COc1cc(C(=O)Nc2cnc(NC(=O)C(C)C)cc2C)cc(OC)c1OC
i,i,O=C(Nc1cccc(S(=O)(=O)N2CCOCC2)c1)c1cc2c(s1)CCC2
i,i,CCSc1nc(-c2ccco2)ccc1C#N
i,i,OC1(c2cccs2)CN(c2ccc(Cl)cc2)C2=[N+]1CCCC2 (configuration not stated)
i,i,O=c1nc2n(c3cccc(Cl)c13)CCCCC2
i,i,CCNC(=S)N1CCC(NC(=O)C2CCCCC2)CC1
i,i,CN(C)C(=O)NC1c2ccccc2-c2ccccc21
i,i,COCCNC(=O)c1cc2c(=O)n3cccc(C)c3nc2n(Cc2ccncc2)c1=N
i,i,CC(=O)Nc1ccc(S(=O)(=O)NCC2CCC(C(=O)NC3CCCCCC3)CC2)cc1 (configuration not stated)
i,i,Cc1cc(=O)[nH]c(/N=C(\N)Nc2cccc3ccccc23)n1
i,i,CCOC(=O)N1CCC(NC(=O)C2CCN(C(=O)N3CC(C)Oc4ccc(C)cc43)CC2)CC1 (configuration not stated)

A different layout for 2 compounds above:
Molecule	KCNQ2 block	CHT inh
CCNC(=S)N1CCC(NC(=O)C2CCCCC2)CC1	i	i
CN(C)C(=O)NC1c2ccccc2-c2ccccc21	i	i

Compound activity: PubChem BioAssay, Johns Hopkins Ion Channel Center
